High-throughput results: PubChem BioAssay, National Center for Advancing Translational Sciences (NCATS)
HEK293 viab: GF-AFC viability counterscreen for inhibitors of alpha-synuclein gene (SNCA) expression. 0.12% of 150,000 active. HEK-293-SNCA-luc viability, GF-AFC fluorescence, 24 h. Potency, µM (series often up to 57.1 µM), inactives show top-dose activity change, negative = cytotoxicity, hits mostly cytotoxic. AID 1671193, 2021;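 further: potency means the concentration at half of the fitted maximal effect; 0% = DMSO-treated cells and -100% = medium-only wells without cells; nearly all actives have a fitted effect of over 30% in size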
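HEK-293-SNCA-luc cells (1500/well) plated 24 h, then exposed 24 h to a dilution series; GF-AFC added 30 min at 37C, fluorescence 405/540 nm; normalised to medium-only and DMSO wells, Hill fit.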
Luciferase inh: Firefly luciferase inhibition profiling of diverse chemical library using quantitative high-throughput screening | purified P. pyralis luciferase, luminescence, biochemical | Luciferin 4-monooxygenase (Photinus pyralis), P08659 | 2.5% of 76,000 active | Potency, µM (highest dose often 115 µM), inactives show top-dose activity change, negative = inhibition, hits mostly inhibitors; further: potency means the concentration at half of the fitted maximal effect; nearly all actives have a fitted effect of over 65% in size
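Biochemical qHTS: compound (6-point titration) added to 10uM D-luciferin plus 10uM ATP in Tris acetate pH 7.5 buffer with Mg, Tween-20 and BSA, then purified enzyme at 10nM; light output imaged.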
IP6K1 inhibitor: Primary qHTS assay for small molecule inhibitors of Inositol hexaphosphate kinase 1 (IP6K1); Inositol hexakisphosphate kinase 1 (Homo sapiens), Q92551; 0.81% of 140,000 active; IP6K1 kinase, ADP-Glo luminescence, 2 h; hits give low values; activity change, % (series mostly up to about 58 µM); in the data active means activity change below about -25%
Target sequence (Q92551 whole entry, looked up): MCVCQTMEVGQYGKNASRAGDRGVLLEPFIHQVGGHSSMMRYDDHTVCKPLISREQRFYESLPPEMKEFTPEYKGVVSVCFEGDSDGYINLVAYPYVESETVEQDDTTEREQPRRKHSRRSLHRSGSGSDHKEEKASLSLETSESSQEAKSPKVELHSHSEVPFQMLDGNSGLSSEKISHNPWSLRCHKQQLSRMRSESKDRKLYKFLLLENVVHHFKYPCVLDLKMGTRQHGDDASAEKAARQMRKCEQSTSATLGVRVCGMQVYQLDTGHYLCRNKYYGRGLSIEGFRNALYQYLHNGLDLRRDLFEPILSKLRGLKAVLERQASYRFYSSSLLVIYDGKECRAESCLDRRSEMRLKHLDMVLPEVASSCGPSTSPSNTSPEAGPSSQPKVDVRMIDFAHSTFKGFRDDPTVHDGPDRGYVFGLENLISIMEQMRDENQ
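ADP-Glo luminescence measures ADP made by human IP6K1 during a 2 h RT reaction with ATP/IP6 (mix at 1.3 mM/130 uM); top library doses 57.5 and 19.1 uM final.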
HEK cytotox: Cytotoxic Profiling in HEK 293 Cell Line of Diverse Libraries Using Quantitative High-Throughput Screening; HEK 293 viability, ATP luminescence (CellTiter-Glo), 48-72 h; Potency, µM (highest dose often 115 µM), without a hit: at the top dose activity change, negative = cytotoxicity, hits mostly inhibitors; 6.6% of 94,000 active; AID 1345083, 2018; further: potency means the concentration at half of the fitted maximal effect; nearly all actives have a fitted effect of over 60% in size
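HEK 293 seeded at 250 cells/well receive compound via pintool. After 48 or 72 hr at 37 degree Celsius, 5% CO2 and 95% humidity, CellTiter-Glo is dispensed and luminescence read following 10 min at room temperature.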
GPT2 inh: Primary qHTS assay for inhibitors of Glutamate pyruvate transaminase 2 (GPT2); AID 1671188, 2021; 0.25% of 100,000 active; Alanine aminotransferase 2 (Homo sapiens), Q8TD30; Recombinant GPT2, coupled pyruvate oxidase/HRP Amplex Red fluorescence; Potency, µM (titrated, usually from 57.7 µM), for inactives: at the top dose activity change, negative = inhibition, usual class: inhibitors; further: potency means the concentration at half of the fitted maximal effect; nearly all actives have a fitted effect of over 60% in size; many of its hits are not listed in these tables
Target sequence (Q8TD30 whole entry, looked up): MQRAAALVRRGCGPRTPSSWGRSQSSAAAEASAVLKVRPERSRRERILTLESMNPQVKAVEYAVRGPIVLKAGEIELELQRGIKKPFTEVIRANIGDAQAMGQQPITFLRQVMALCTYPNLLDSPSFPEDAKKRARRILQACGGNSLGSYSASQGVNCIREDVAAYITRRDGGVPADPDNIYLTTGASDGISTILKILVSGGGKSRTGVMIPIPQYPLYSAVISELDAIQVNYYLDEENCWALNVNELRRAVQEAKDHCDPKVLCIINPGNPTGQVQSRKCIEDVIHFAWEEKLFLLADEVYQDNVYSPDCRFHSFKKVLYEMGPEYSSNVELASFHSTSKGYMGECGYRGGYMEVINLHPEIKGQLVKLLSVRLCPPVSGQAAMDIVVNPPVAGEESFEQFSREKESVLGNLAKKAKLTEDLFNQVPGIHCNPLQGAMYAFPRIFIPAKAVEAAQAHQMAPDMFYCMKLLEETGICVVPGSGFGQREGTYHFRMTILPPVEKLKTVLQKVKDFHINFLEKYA
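GPT2 10ng/uL, a-KG 250uM, L-Ala 2mM, HEPES pH7.5 + 0.0001% Tween; 30 min RT. Then Amplex mix (PO/HRP/ThPP), 30 min RT dark, fluorescence. AOA 50uM used as positive control.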
SNCA expr inhib: Primary qHTS assay for inhibitors of alpha-synuclein gene (SNCA) expression; HEK-293 SNCA-luciferase knock-in, luminescence, 24 h; Potency, µM (highest dose often 57.2 µM), without a hit: at the highest dose activity change, negative = inhibition, usual class: inhibitors; 0.17% of 140,000 active; AID 1671194, 2021;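 further: potency means the concentration at half of the fitted maximal effect; plate controls were DMSO cells for no effect and cell-free wells for full effect; nearly all actives have a fitted effect of over 45% in size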
3T3 cytotox: Cytotoxic Profiling in NIH 3T3 Cell Line of Diverse Libraries Using Quantitative High-Throughput Screening; NIH 3T3 viability, CellTiter-Glo ATP luminescence, 48-72 h; Potency, µM (series often up to 96.7 µM), inactives show at the top dose activity change, negative = cytotoxicity, usual class: inhibitors; 4.3% of 94,000 active; AID 1345082, 2018; further: potency means the concentration at half of the fitted maximal effect; nearly all actives have a fitted effect of over 55% in size
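NIH 3T3 cells at 400 cells/well received 23 nL of compound by pintool and were incubated 48 or 72 h at 37 °C. Viability was read as ATP-coupled CellTiter-Glo luminescence.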
An asterisk follows results filed as active; i = inactive; ? = inconclusive; · = no result given; [ ] = remark or other dose. Unless noted, the call rests on the fitted dose curve; in most records, active means well fitted curve in the direction sought with a large enough effect; inconclusive means small, poorly fitted or top-dose-only effect, or another doubt; inactive means no such curve, though single readings can be large; an effect the other way counts as inactive or inconclusive. Unless noted, on the % scale 0 is the no-effect control and ±100 the full control effect. Some of the compounds tested; rates above refer to the full screens.

Values in the order – HEK293 viab	Luciferase inh	IP6K1 inhibitor	HEK cytotox	GPT2 inh	SNCA expr inhib	3T3 cytotox
1) O=C(NCCc1cccs1)c1noc(-c2ccc(F)cc2)n1
→ 7%	?	16	?	1%	80%[activator]	-15%
2) O=C(CC1CCCN(c2cn[nH]c(=O)c2)C1)Nc1ccccc1F (centres undefined)
→ 2%	0%	6	-5%	i	28%	-3%
3) COc1ccc(-c2cn3cc(C(=O)NCc4ccc(F)c(F)c4)nc3s2)cc1
→ -5%	·	11	13µM*	-13%	18%	?
4) O=C(NCC(F)F)c1ccc2nnc(-c3cccc(OC(F)(F)F)c3)n2c1
→ -4%	·	7	-29%	i	-5%	-27%
5) CCOC(=O)C1CCCN(C(=O)CC(c2cccc([N+](=O)[O-])c2)c2c[nH]c3c(CC)cccc23)C1 (centres undefined)
→ -15%	-3%	-4	?	-2%	-24%	?
6) O=C(c1ccc(C(F)(F)F)cc1)N1CCCC2(CNc3ccccc3[S+](=O)([O-])N2)C1 (centres undefined)
→ -4%	3%	18	-26%	i	?	-9%
7) Cc1nc(C2CC(O)C2)cc(N2CCC(c3nncn3C)CC2)n1 (centres undefined)
→ 1%	-3%	34	2%	i[11.5 µM]	-11%	-3%
8) CCN(CC)C(=O)Cn1ncc2c([nH]c3ccc(C)cc32)c1=O
→ -2%	·	20	·	·	-8%	·
9) O=C(Nc1ccc(Cl)cc1)c1nc2c(o1)CCN(Cc1cccc(F)c1F)CC2
→ -16%[87.6 µM]	-31%[172 µM]	1	32µM*	-3%[88.5 µM]	-34%[87.6 µM]	?
10) O=C(CCc1cccnc1)N1CC(CNc2ccccc2)C2(C1)CN(c1ccccc1)C2 (centres undefined)
→ -17%[87.6 µM]	-11%[172 µM]	3	?	5%[88.5 µM]	?	?
11) CC(C)(C)NCC(O)COc1cccc2[nH]c(=O)[nH]c12 (centres undefined)
→ -14%	·	·	·	2%	-21%	·
12) CCOCc1nc(C2CCCN(C(=O)CCc3ccccc3)C2)no1 (centres undefined)
→ 11%[12.5 µM]	5%	34	4%	i	-18%	0%
13) Cc1ccsc1-c1nc(CN2CCC(CCn3cccn3)CC2)c(C)o1
→ -3%	-5%	-9	?	-22%	?	?
14) COc1cccc(C(=O)N2CCC(n3cc(-c4nc(-c5ccccc5)no4)nn3)CC2)c1
→ 4%	?	1	45µM*	3%	38%[activator]	?
15) Cc1ncsc1CN1CC[C@H]2C(=O)NCCCCCCN(Cc3ccncc3)[C@@H]2C1
→ -8%	1%	5	-6%	1%	-5%	-25%
16) COc1cccc(NC(=O)Cn2c(=O)n(Cc3ccccc3)c(=O)c3ccccc32)c1
→ -17%	·	-23	·	·	?	·
17) CCCCCC(=O)N1CC[C@@H](CC(=O)O)[C@@H](CC2=NCCc3cc(OC)ccc32)C1
→ 9%[87.6 µM]	8%[172 µM]	6	?	i	-3%[87.6 µM]	-13%[174 µM]
18) NCc1ccccc1-c1ccccn1
→ 4%[87.6 µM]	·	1	0%[230 µM]	-19%[88.5 µM]	-12%[87.6 µM]	i
19) O=C1NCCCN1C1CCN(Cc2ccc(C(F)(F)F)cc2)CC1
→ 1%[87.6 µM]	-4%[172 µM]	10	?	?	-15%[87.6 µM]	-4%[138 µM]
20) Cc1cn2nnc(C(=O)NCc3ccco3)c2c(=O)[nH]1
→ 8%	2%	-15	19%	i	-8%	-4%
21) CC(=O)N1CCc2cc(CNC(=O)Cc3ccc(F)cc3)ccc21
→ -8%	·	-3	·	·	125%[activator]	·
22) Cc1ccccc1CNC(=O)c1ccc(CS(=O)Cc2ccc(Cl)cc2)o1 (centres undefined)
→ 7%	·	34	·	·	-2%	·
23) COCc1cc(=O)n(CC(=O)Nc2cc(C)ccc2C)c(N2CCOCC2)n1
→ 3%	1%	17	13%	?	-10%	-9%
24) O=C(Nc1nonc1-c1ccc(Cl)cc1)c1ccccc1F
→ 4%	·	-20	·	·	1%	·
25) COCC(=O)N(C1CCOCC1)C1CCN(S(=O)(=O)c2ccccc2)CC1
→ 9%	-2%	0	-6%	-1%	-14%	-10%
26) CC(C)(N)C(=O)N1CCCC(N2CCN(c3ccccc3F)CC2)C1 (centres undefined)
→ -16%	-2%	-8	-2%	-7%	2%	-3%
27) COc1ccccc1Nc1nn2c(=O)c3ccc(C(=O)N4CCC(C)CC4)cc3nc2s1
→ 3%	·	-12	·	·	-2%	·
28) COc1ccc(C(=O)N2CCC3(C2)NC(=O)c2ccccc2CO3)cc1 (centres undefined)
→ -16%	0%	11	-3%	i	14%	-3%
29) O=C(CCc1cccnc1)N1CCCC(CCc2cccc(F)c2)C1 (centres undefined)
→ -7%	?	3	?	5%	-1%	?
30) Cc1[nH]c(=O)[nH]c(=O)c1CC(=O)N1C[C@@H](C(=O)O)[C@H](c2ccccc2)C1
→ 4%	-1%	14	-20%	-29%	-19%	-12%

Not a retest: entries from further up.
Values in the order – HEK293 viab	Luciferase inh	IP6K1 inhibitor	HEK cytotox	GPT2 inh	SNCA expr inhib	3T3 cytotox
29) O=C(CCc1cccnc1)N1CCCC(CCc2cccc(F)c2)C1 (centres undefined)
→ -7%	?	3	?	5%	-1%	?
30) Cc1[nH]c(=O)[nH]c(=O)c1CC(=O)N1C[C@@H](C(=O)O)[C@H](c2ccccc2)C1
→ 4%	-1%	14	-20%	-29%	-19%	-12%

Three entries from above, set out differently.
No. | Compound | HEK293 viab | Luciferase inh | IP6K1 inhibitor | HEK cytotox | GPT2 inh | SNCA expr inhib | 3T3 cytotox
24 | O=C(Nc1nonc1-c1ccc(Cl)cc1)c1ccccc1F | 4% | · | -20 | · | · | 1% | ·
25 | COCC(=O)N(C1CCOCC1)C1CCN(S(=O)(=O)c2ccccc2)CC1 | 9% | -2% | 0 | -6% | -1% | -14% | -10%
26 | CC(C)(N)C(=O)N1CCCC(N2CCN(c3ccccc3F)CC2)C1 (centres undefined) | -16% | -2% | -8 | -2% | -7% | 2% | -3%

Next section:
Values in the order – HEK293 viab	Luciferase inh	IP6K1 inhibitor	HEK cytotox	GPT2 inh	SNCA expr inhib	3T3 cytotox
31) CC(C)c1ccc(NC(=O)c2cn(C3CCCCC3)c(=O)c3c2c2ccccc2n3C)cc1
→ 4%	·	7	·	·	1%	·
32) CCCCCn1c(CCNC(=O)c2ccc(F)cc2)nc2ccccc21
→ ?	·	17	·	·	?	·
33) CCOC(=O)c1ccc(NC(=O)c2cc(=O)c3cc(CC)ccc3o2)cc1
→ -2%	·	-12	·	·	49%[activator]	·
34) COC(=O)c1cc(S(=O)(=O)N2CCN(c3ccc(C)cc3C)CC2)cn1C
→ 1%	·	10	·	·	1%	·
35) CC1(C)[C@H](Cc2cc(COc3ccccc3)on2)C[C@@H]1NC(=O)COc1ccccc1
→ -20%[87.6 µM]	-7%[172 µM]	-14	50µM*	-9%[88.5 µM]	-23%[87.6 µM]	63µM*
36) COc1ccc(CC(=O)NCc2nc3cccnc3n2Cc2ccc(C)cc2)cc1OC
→ -26%	·	-4	·	·	-15%	·
37) O=C(c1ccc(Cl)nc1)N1CCCC(c2nn(-c3ccc(Cl)cc3)c(=O)[nH]2)C1 (centres undefined)
→ -4%	-2%	23	?	-3%	-2%	?
38) COCCCNC(=O)Cn1c(=O)n(CCCC(=O)NCc2ccc(C)cc2)c(=O)c2ccccc21
→ 18%	·	-1	·	·	8%	·
39) CC(C)Cc1nn2c(=O)cc(COC(=O)c3ccc4c(c3)OCO4)nc2s1
→ -6%	·	-13	·	·	?	·
40) C=CCNC(=O)OC1CN(CC=C)C(=O)CN([S+](=O)([O-])c2cccs2)C1 (centres undefined)
→ ·	·	13	-18%	·	·	?
41) COCC(=O)NC1CCC12CCN(C(=O)NC1CCCCC1)CC2 (centres undefined)
→ 3%	-4%	-9	1%	3%	?	-1%
42) CCC(=O)N1CCc2c(C(=O)O)cccc21
→ 1%	28µM*	12	-8%	2%	138%[activator]	-24%
43) Cc1ccc(NC(=O)CSc2nc3ccccc3n2CC(=O)N2CCC(C)CC2)cc1C
→ ?	·	-6	·	·	43%[activator]	·
44) CC(C)Cn1c(=O)c(C(=O)N2CCN(C(=O)N(C)C)CC2)nc2cccnc21
→ -7%	·	-4	-5%	i	-17%	-17%
45) CNC(=O)N1CCC(C2CCN(C3CCN(C(C)=O)CC3)C2)CC1 (centres undefined)
→ -4%[12.5 µM]	-12%	-5	i	i	?	-6%
46) COc1ccc(-c2nnc([C@H]3CCN(CC4CCCCC4)C3)o2)cc1
→ -14%[87.6 µM]	-24%[172 µM]	4	?	-4%[88.5 µM]	?	-19%[138 µM]
47) O=C(O)C1CCc2nnc(C3CCN([S+](=O)([O-])c4cc(C(F)(F)F)cc(C(F)(F)F)c4)CC3)n21 (centres undefined)
→ 0%	·	-7	i	-2%	-12%	i
48) CNC(=O)[C@@H]1CN(C(=O)CCCc2c[nH]c3ccccc23)C[C@H]1c1n[nH]c(C)n1
→ 0%	-5%	3	i	-16%	-1%	i
49) O=C(NCCc1ccccc1)c1nc2cccnc2n(CCc2ccccc2)c1=O
→ -5%	·	16	?	i	?	-1%
50) CCOc1ccc(S(=O)(=O)N2CCN(Cc3nc4ccc(C)cc4o3)CC2)cc1
→ -10%	·	-3	·	·	-5%	·

One compound at a time, as listed above. Order of screens: HEK293 viab | Luciferase inh | IP6K1 inhibitor | HEK cytotox | GPT2 inh | SNCA expr inhib | 3T3 cytotox
CCOC(=O)c1ccc(NC(=O)c2cc(=O)c3cc(CC)ccc3o2)cc1 reads -2% | · | -12 | · | · | 49%[activator] | ·
COc1ccc(CC(=O)NCc2nc3cccnc3n2Cc2ccc(C)cc2)cc1OC reads -26% | · | -4 | · | · | -15% | ·
